High-throughput results: PubChem, several laboratories
IMP-1 inh: blocks Pseudomonas aeruginosa IMP-1 metallo-beta-lactamase; inhibition, % at 5.6 µM; purified IMP-1, nitrocefin hydrolysis, epi-absorbance fluorescence; 290,000 compounds, 0.45% hits;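 active = inhibition above the mean plus 3 SD of all compounds in the same screening run, cut at about 4.5% in these data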;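 also: 0% = IMP-1 with DMSO and 100% = DMSO wells lacking enzyme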
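System: Purified recombinant IMP-1 metallo-beta-lactamase enzyme | Measured by: Fluorescence quenching readout, ex 480/em 530 nm | Replication: Singlicate | Incubation: 15 min preincubation plus 25 min reaction at 25 °C | Evaluation: Percent inhibition from optical density relative to buffer-blank wells | Benchmarks: DMSO with and without IMP-1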
PHOSPHO1 block: blocks human PHOSPHO1 phosphatase activity; Q8TCT1; recombinant PHOSPHO1, absorbance phosphatase assay; inhibition, % at 13.3 µM; 290,000 compounds, 1.1% hits; AID 1565; in the data active = inhibition above about 60%
pCIP destab: lowers stability of the mouse p/CIP coactivator protein | Q05BA5 | F442A p/CIP-EGFP cells, EGFP fluorescence, 16 h | decrease of EGFP signal, % at 10 µM | 290,000 compounds, 0.01% hits | AID 1984;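 active = EGFP signal decrease of at least 30% at 10 µM or well 3 SD below plate mean, unless failing retest; inactive = the rest, including hits failing retest or dose response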; also: some compounds called inactive have numbers as strong as hits; many of its hits are not listed in these tables
GPR7 antag: antagonists of human GPR7 (neuropeptides B/W receptor 1); P48145; GPR7-expressing cells, fluorescence antagonist assay; inhibition, % at 4.4 µM; 290,000 compounds, 1.1% hits; in the data active = inhibition above about 16%, passing the limit was not always enough;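 also: cells stimulated with the agonist NPW; 0% = agonist with vehicle and 100% = vehicle without agonist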
IDE cell inh: cellular human IDE inhibition | HEK cells, FAbetaB cleavage, fluorescence polarization | P14735 | 320,000 compounds, 0.41% hits | inhibition, % at 5.59 µM;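 active = percent inhibition above the average of all tested compounds plus 3 SD, set per screening campaign, cut at about 16% in these data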;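 also: IDE supplied by intact live HEK cells; FP after avidin binding of uncleaved biotin substrate so inhibition keeps polarization high; 0% = DMSO wells and 100% = 60 µM reference IDE inhibitor Ii1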
NALP1 inh: inhibitors of NALP1 inflammasome in yeast; AID 2071; inhibition, % at 10 µM; 280,000 compounds, 0.61% hits; S. cerevisiae NALP1/ASC/caspase-1 growth, X-gal OD620, 72 h; in the data active = inhibition mostly above about 24%, no sharp cut-off; inactive = mostly below about 32%; also: some compounds called inactive have numbers as strong as hits
IDE act: activators of human insulin-degrading enzyme in cells | P14735 | HEK cells, FAbeta-B cleavage, fluorescence polarization; 0% vehicle, 100% cell-free pure enzyme wells | activation, % at 5.96 µM | 340,000 compounds, 0.073% hits | AID 493087;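 active = activation above the mean of all tested compounds plus 3 SD, set per screening campaign, cut at about 17% in these data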
VIM-2 inhibitor: inhibitors of Pseudomonas aeruginosa VIM-2 metallo-beta-lactamase; purified VIM-2, nitrocefin hydrolysis, epi-absorbance fluorescence; inhibition, % at 5.6 µM; 290,000 compounds, 0.89% hits;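 active = inhibition above the mean of all tested compounds plus 3 SD, cutoff set per screening run, cut at about 7.5% in these data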;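 also: red hydrolysis product quenches plate fluorescence so inhibitors raise well fluorescence; 0% = enzyme with DMSO and 100% = DMSO without enzyme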
M18AAP inhibitor: PfM18AAP enzyme inhibition; recombinant PfM18AAP, H-Glu-NHMec fluorogenic cleavage; inhibition, % at 7.35 µM; 290,000 compounds, 1.2% hits; AID 1822;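 active = inhibition above the campaign mean inhibition over all tested compounds plus 3 SD, cut at about 28% in these data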;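 also: 0% = plate median of test compound wells and 100% = 2 mM ZnCl2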
Active calls of the source: *; x = no result given.

IMP-1 inh	PHOSPHO1 block	pCIP destab	GPR7 antag	IDE cell inh	NALP1 inh	IDE act	VIM-2 inhibitor	M18AAP inhibitor	Structure
-2.1	27	2	-10	-3	2	-1	-4.3	-8	Cc1ccc(C(=O)NNC(=O)C2CCN(c3nccc(C)n3)CC2)cc1
-3.0	36	-2	4	-2	8	4	-2.4	-1	COc1cc(OC)cc(C(=O)N[C@H](C(=O)OCC(=O)Nc2ccc(OC)c(OC)c2)C(C)C)c1
-1.7	16	-4	-6	2	5	1	0.1	-1	COc1ccc(-c2nnc(SCC(=O)N/N=C/c3ccccc3C(=O)O)n2-c2ccc(Cl)cc2)cc1
1.4	20	-8	-10	2	3	-2	-0.2	-4	O=C(Nc1nnc2n1CCS2)c1ccco1
-1.6	24	8	-4	x	14	2	0.5	2	Cc1ccc2c(c1)C(c1ccccc1)N(C(=O)c1ccccc1[N+](=O)[O-])CC(=O)N2 (configuration not stated)
3.3	12	-12	8	7	-19	-1	0.3	-14	COc1ccc(S(=O)(=O)NCc2ccccc2)cc1
-3.3	6	0	-9	-4	9	4	-3.5	-3	CC(C)COc1ccc2[nH]c3c(c2c1)CCCC3=O
-0.4	9	0	-9	4	14	4	-0.7	15	COc1ccc(/C(C)=N/NC(=S)NCc2ccco2)cc1
-2.4	35	-14	18	-2	-2	2	-2.0	-7	CCCn1c(CN2CCN(C(=O)OCC)CC2)nc2cc(NC(=O)CC)ccc21
-0.5	-3	0	-6	-5	-16	2	2.5	-7	CCOC(=O)c1ccc(N2C(=O)c3n[nH]c(C)c3C2c2ccc(OC)c(OC)c2)cc1 (configuration not stated)
-1.9	42	4	5	0	-4	0	-2.3	-3	CCCCc1ccc(NC(=S)NCc2ccc(OC)cc2)cc1
-3.0	-84	4	12	0	22	3	-0.8	-2	COc1ccc(COCC(O)CN2CCC(C(N)=O)CC2)cc1OC (configuration not stated)
-1.5	21	-9	-2	0	3	4	-1.1	3	Cc1cc(=O)oc2cc(OCC(=O)N3c4ccccc4CC3C)ccc12 (configuration not stated)
-0.8	0	5	-12	2	36*	-3	0.0	1	Cc1ccc(CN2C(=O)CCSc3ccc(Cl)cc32)cc1
-0.8	10	-18	-2	6	30	5	-0.8	-13	O=C(COC(=O)C12CC3CC(CC(C3)C1)C2)Nc1nc2c(F)c(F)c(F)cc2s1
-7.5	7	-7	0	1	16*	-1	-2.6	12	COc1cccc(C2=NC(C)(C)NC(c3ccccc3O)C2)c1 (configuration not stated)
-0.1	17	-15	-15	1	-20	5	-1.9	-6	CCC1CCCCN1C(=O)CSc1nnc(CNC(=O)c2c(F)cccc2Cl)o1 (configuration not stated)
0.2	-7	0	-8	-1	33	0	-0.1	8	C/C(CC(=O)NCCCN1CCOCC1)=N\NC(=O)COc1cccc2ccccc12
-0.1	8	-25	1	8	4	3	-1.8	-6	CCOc1ccc(NC(=O)c2cn(-c3ccc(OCC)cc3)c(=O)c3cc(OC)c(OC)cc23)cc1
-2.2	44	0	-6	-1	-4	-1	-0.7	4	O=C(CSc1nnc(Nc2ccccc2)s1)Nc1ccc(S(=O)(=O)N2CCOCC2)cc1
-3.5	23	-1	0	2	23	0	-0.2	2	CC1(C)CC(=O)C2=C(C1)N(c1ccc(F)cc1)C(=O)C2(NC(=O)c1ccccc1F)C(F)(F)F (configuration not stated)
-1.3	20	-4	0	2	8	1	-2.4	-3	Nc1ccc(Cl)c(S(=O)(=O)Nc2ccc(Cl)cc2)c1
-0.8	0	-15	6	3	-4	-2	0.0	-4	NC(=O)C1CC(=O)N(c2ccc(OCC(=O)Nc3cccc(C(F)(F)F)c3)cc2)C1 (configuration not stated)
-3.3	-6	-7	-6	5	0	5	-1.4	3	Cc1ccc(NC(=O)c2ccco2)c(NC(=O)c2ccc(Cl)cc2)c1
-0.7	33	-7	0	x	15	2	-3.3	-6	COc1ccccc1CNC(=O)c1nccnc1CO
-1.8	-10	-5	-8	-2	33	-2	0.6	2	CCOC(=O)/C(=N\Nc1ccccc1Cl)N1CCN(C)CC1
-4.9	-10	-5	-7	1	-7	2	-1.4	8	Cc1cc(C(=O)OCC(=O)N2CC(=O)Nc3ccccc32)no1
-1.8	46	-14	-13	5	6	x	-1.6	-1	O=c1[nH]c(CSc2nnc3ccccn23)nc2cc(C(F)(F)F)ccc12
-3.8	10	-15	-13	5	-7	-5	-4.1	3	COc1ccc(NC(=O)CCc2nc(-c3ccc(C)cc3)no2)c(OC)c1
-4.4	11	13	-18	5	6	-1	-1.9	0	COC(=O)c1ccccc1NC(=O)CSc1nncn1-c1ccccn1

Compound profiles, as listed above. Order of screens: IMP-1 inh, PHOSPHO1 block, pCIP destab, GPR7 antag, IDE cell inh, NALP1 inh, IDE act, VIM-2 inhibitor, M18AAP inhibitor
CCOc1ccc(NC(=O)c2cn(-c3ccc(OCC)cc3)c(=O)c3cc(OC)c(OC)cc23)cc1 as listed: -0.1, 8, -25, 1, 8, 4, 3, -1.8, -6
COc1ccc(NC(=O)CCc2nc(-c3ccc(C)cc3)no2)c(OC)c1 as listed: -3.8, 10, -15, -13, 5, -7, -5, -4.1, 3
Cc1cc(C(=O)OCC(=O)N2CC(=O)Nc3ccccc32)no1 as listed: -4.9, -10, -5, -7, 1, -7, 2, -1.4, 8
CCC1CCCCN1C(=O)CSc1nnc(CNC(=O)c2c(F)cccc2Cl)o1 (configuration not stated) as listed: -0.1, 17, -15, -15, 1, -20, 5, -1.9, -6

(more compounds)
IMP-1 inh	PHOSPHO1 block	pCIP destab	GPR7 antag	IDE cell inh	NALP1 inh	IDE act	VIM-2 inhibitor	M18AAP inhibitor	Structure
-1.9	21	-6	-8	1	9	5	-3.1	2	O=C(CSc1nnc(-c2ccccc2F)n1C1CC1)Nc1ccc2[nH]c(=O)[nH]c2c1
-2.5	31	-12	4	3	4	3	-1.0	7	CC(C)NC(=O)COc1coc(CN2CCN(c3cccc(Cl)c3)CC2)cc1=O
-2.1	30	-6	3	1	8	6	-1.9	-2	COC(=O)Cn1ccc(-c2ccc(Cl)cc2)c(C#N)c1=O
0.4	40	-4	-4	4	5	3	-0.3	0	Cc1cc(NC(=O)C2CC2)ccc1NC(=O)c1cccs1
-0.9	8	14	-1	-4	4	4	1.7	-8	O=C1CCC(/C=C/c2ccccc2)=NN1Cc1ccccc1
-0.9	36	-11	-4	5	10	-1	-1.3	-2	Cc1cc(C)c(C(=O)OCCNC(=O)c2cccnc2)cc1C
-1.0	-7	6	-1	7	2	-2	0.4	5	CCCCN1C[C@H](Cc2ccccc2)[C@@H](CC(=O)Nc2ccccc2)C1=O
1.2	15	-12	48*	-3	28	2	4.0	8	N=c1c(C(=O)NCCc2ccccc2)cc2c(=O)n3ccccc3nc2n1CC1CCCO1 (configuration not stated)
-3.1	59	-6	-18	3	-8	-5	-7.9	0	CN(C)c1ccc(NC(=O)CSCc2nc3c(nnn3Cc3ccc(F)cc3)c(=O)[nH]2)cc1
-3.0	28	-7	39*	6	4	2	-0.6	1	COc1ccc(N(C)S(=O)(=O)c2cccc(C(=O)NC3CCCC3)c2)cc1
-4.9	0	-2	-9	9	-9	-2	-2.6	-6	O=C(CSc1ncnc2nc[nH]c12)N1CCOCC1
-4.6	18	-8	-10	-2	-14	3	-5.1	1	CCCCOC(=O)C1=C(C)Nc2ncnn2C1c1ccc(OC)c(OC)c1 (configuration not stated)
-1.2	11	4	6	-1	18	1	-0.9	4	Oc1ccc2c(c1)oc1cc(O)ccc12
-4.9	24	-17	6	7	9	5	-4.6	10	C/C(=C\C(=O)c1ccc(Br)cc1)NNC(=O)c1ccc(O)cc1
-0.5	x	-14	7	5	16	4	0.7	-13	Cc1ccc(C(=O)N2CCC(C(=O)c3c(C)cc(C)cc3C)CC2)cc1
-0.7	-1	-9	-16	1	-11	1	1.4	3	O=C(CC1Sc2ccccc2NC1=O)NCc1ccccc1 (configuration not stated)
1.6	20	-2	-14	0	11	2	-2.8	-3	Clc1ccc(SCCCCn2cncn2)cc1
-1.6	4	-18	-6	5	3	6	1.2	0	CC(=O)N(Cc1cc2cc(C)c(C)cc2n2nnnc12)CC1COCCO1 (configuration not stated)
-1.9	34	-30	8	1	9	2	-1.8	-9	FC(F)(F)c1cccc(N2CCN(CC3CC4C=CC3C4)CC2)c1 (configuration not stated)
-3.6	42	-17	-14	5	16	1	-3.4	5	CCC(C)c1ccc(S(=O)(=O)Nc2cccnc2)cc1 (configuration not stated)
-4.7	-100	-20	-6	0	1	1	-2.9	-5	COc1ccc(NC(=O)CN2CCN(c3nc(-c4ccc(F)cc4)cs3)CC2)c(OC)c1
-1.2	-10	-17	-13	0	11	4	0.4	1	O=C(O)c1ccc(/C=C/C(=O)c2ccc3c(c2)OCCCO3)cc1
-3.2	10	-10	-8	7	13	0	-0.9	-8	COc1ccccc1NC(=O)CSc1nnc(C)o1
-0.4	28	-6	-3	1	-2	6	0.0	-3	COc1ccc(NC(=O)c2ccccc2N2C(=O)C3C4C=CC(C5CC45)C3C2=O)c(OC)c1 (configuration not stated)
-3.8	3	-3	-14	-5	46	0	-3.2	-4	Cc1ccc(NC(=O)c2cccc(S(=O)(=O)N(C)c3ccccc3)c2)cc1S(=O)(=O)N1CCOCC1
-0.4	58	-11	-2	9	7	-2	-1.9	3	Cc1ccc(C(=O)Nc2ccccc2C(=O)N2CCCCC2C)cc1 (configuration not stated)
-2.1	31	-3	11	0	26	2	-1.4	8	NS(=O)(=O)c1ccc(Sc2ccc3ccccc3c2)nc1
-1.1	41	-17	0	3	17	2	-4.9	7	CC(Oc1ccccc1)C(=O)Nc1nnc(S(=O)(=O)N(C)c2ccccc2)s1 (configuration not stated)
-0.2	8	-3	2	-5	23	2	0.9	-1	COc1ccc(-c2csc(N(CCCN(C)C)C(=O)c3ccccc3C)n2)cc1
-0.9	-9	-6	-4	0	-15	4	1.3	2	Cc1cc(NC(=O)C2CCCN(S(=O)(=O)c3c(C)noc3C)C2)n[nH]1 (configuration not stated)
-5.0	0	-13	-8	5	23	-3	-1.1	-36	Clc1ccc2c(c1)[C@H]1OCC[C@H]1[C@@H](c1ccco1)N2
-4.9	8	-3	7	2	3	0	-0.3	5	COc1cc(-c2cc(C(=O)O)c3cc4c(cc3n2)OCCO4)cc(OC)c1OC
-1.7	34	-7	-5	-6	10	1	-0.9	0	O=C(Nc1cccc(C(F)(F)F)c1)C1C2CC3OC(=O)C1C3C2 (configuration not stated)
-3.1	-2	-2	-8	3	28	3	-1.5	-5	CCn1cc(SCC(=O)N2CCOCC2)c2ccccc21
-2.2	22	-7	6	3	4	-3	-0.2	1	CCC(=O)NNC(=O)Cc1c(C)n(C(=O)c2ccc(Cl)cc2)c2ccc(OC)cc12
-0.4	18	11	-19	11	2	0	-2.0	-1	COc1ccccc1NC(=O)c1cc(Br)ccc1Cl
-0.4	4	-1	-4	2	16	0	1.4	2	COc1ccccc1C(=O)NCc1ccco1
-1.3	2	8	-4	x	12	x	-4.2	3	Cc1ccc(Nc2nc(N)nc(CN3CCN(C)CC3)n2)cc1C
-3.0	-29	-3	9	3	15	1	-4.5	4	CCCCN(CCCC)Cc1ccc(C(=O)NNC(=O)Nc2ccc(F)cc2)o1
-2.0	-9	-9	-7	-3	5	6	-2.1	-2	CC(=O)c1cc(C#N)c(SCc2ccccc2)nc1C
